Mtb RmlCD inh: blocks M. tuberculosis RmlC and RmlD coupled enzymes | RmlC+RmlD coupled enzyme assay, percent inhibition; primary screen in compound mixtures | AID 1533 | P9WH09+P9WH11 | hit rate 0.03% among 160,000 | inhibition, % at 3.6 µM; in the data active means inhibition mostly above about 34%, no sharp cut-off; further: some results filed as inactive read as strong as hits
Target sequence (P9WH09 whole entry, looked up): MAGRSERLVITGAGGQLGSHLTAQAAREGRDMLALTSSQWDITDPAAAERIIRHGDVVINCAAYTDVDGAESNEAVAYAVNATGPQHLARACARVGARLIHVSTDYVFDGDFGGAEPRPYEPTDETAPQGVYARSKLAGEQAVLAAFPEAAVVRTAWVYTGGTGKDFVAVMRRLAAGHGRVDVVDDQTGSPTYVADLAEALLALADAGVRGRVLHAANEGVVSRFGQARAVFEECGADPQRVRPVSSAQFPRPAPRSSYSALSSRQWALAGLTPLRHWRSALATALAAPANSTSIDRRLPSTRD
Target sequence (P9WH11 whole entry, looked up): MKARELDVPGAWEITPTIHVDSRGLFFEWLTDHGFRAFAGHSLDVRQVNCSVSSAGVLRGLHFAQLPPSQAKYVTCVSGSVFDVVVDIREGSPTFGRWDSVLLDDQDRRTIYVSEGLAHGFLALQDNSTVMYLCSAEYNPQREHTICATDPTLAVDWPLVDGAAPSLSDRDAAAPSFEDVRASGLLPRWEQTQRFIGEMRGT
GlmU inhibition: inhibition of mycobacterial GlmU enzyme – biochemical, glucosamine-1-phosphate acetyltransferase (AID 1376); M. tuberculosis GlmU acetyltransferase enzyme assay; higher % means a stronger effect; inhibition, %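 (tested at 30 µM in the primary screen)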; hits with a dose series show IC50 in µM; hit rate 0.25% among 220,000; in the data active means inhibition above about 13%;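 further: 0% = complete reaction with vehicle and 100% = reaction without substrate; strong numbers were not always called active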
Starred values were filed as active, the others as inactive.

CCC(C)c1ccc(NC(=O)COc2c(F)c(F)c(C(F)(F)F)c(F)c2F)cc1 (centres undefined) was read as Mtb RmlCD inh 0 and GlmU inhibition -2.8%.
For CC(C)(C)NC(=O)NC(=O)COC(=O)Cn1c(C(F)(F)F)nc2ccccc21 the results were Mtb RmlCD inh 10 and GlmU inhibition -5.3%.
Screening c1ccc(CSc2nnc(-c3cccs3)n2Cc2ccco2)cc1 returned GlmU inhibition -1.4%.
`COc1ncnc2c1NC1=C(S2)C(=NCCC(=O)O)CC(C)(C)C1` gave Mtb RmlCD inh 11 and GlmU inhibition 3.0%.
`COC(=O)CSc1nc2ccc(NC(=O)c3ccccc3C(=O)N3CCOCC3)cc2s1` gave Mtb RmlCD inh 9 and GlmU inhibition -2.2%.
`CCC(=O)NC(=S)Nc1ccccc1F` gave GlmU inhibition -0.9%.
For Cc1ccc(C)c(N2CCN(C(=O)C3CCCN(S(=O)(=O)c4c(C)[nH]c(=O)[nH]c4=O)C3)CC2)c1 (centres undefined) the results were Mtb RmlCD inh -13 and GlmU inhibition -3.0%.
Screening CCOC(=O)c1c(C(F)(F)C(F)(F)C(F)(F)C(F)(F)F)n[nH]c1C returned Mtb RmlCD inh 2 and GlmU inhibition -4.0%.
For CC(C)OCCCNC(=O)c1cccc(NC(=O)c2ccccc2)c1 the results were Mtb RmlCD inh 7 and GlmU inhibition 0.7%.
`CC(=O)Nc1ccc(S(=O)(=O)N2CCN(S(=O)(=O)N3CCCCC3)CC2)cc1` gave Mtb RmlCD inh -9 and GlmU inhibition 3.4%.
COc1ccc(C2=NN(C3=NN=C(N)Cc4ncnn43)C(O)(C(F)(F)F)C2)cc1 (centres undefined) was read as GlmU inhibition 0.0%.
CCOC(=O)CCn1nc(-c2ccc(C)cc2)c2ccccc2c1=O was read as Mtb RmlCD inh -4 and GlmU inhibition -3.0%.
For O=C(Nc1ccccc1)NC1(C(=O)NCCCN2CCOCC2)CCCCC1 the results were GlmU inhibition 2.0%.
Screening CC1Cc2ccccc2N1C(=O)CSc1ncccc1C(=O)O (centres undefined) returned GlmU inhibition 4.5%.
Cc1ccc(NCc2n[nH]c(=S)n2-c2ccccc2)cc1 was read as Mtb RmlCD inh 6 and GlmU inhibition 1.9%.
Screening O=C(CN1C(=O)NC2(CCCc3ccccc32)C1=O)N1CCc2ccccc2C1 (centres undefined) returned Mtb RmlCD inh -4 and GlmU inhibition 1.2%.
Screening CC(C)C(=O)Nc1ccc(C(=O)Nc2nnc(C(C)C)s2)cc1 returned Mtb RmlCD inh 1 and GlmU inhibition -0.5%.
CCN(CC)CCNc1ccnc2cc(Cl)ccc12 was read as GlmU inhibition -4.7%.
CCCCn1c(SCC(=O)N(C)C2CCS(=O)(=O)C2)nc2cc(S(N)(=O)=O)ccc21 (centres undefined) was read as GlmU inhibition -3.6%.
Screening O=C(Nc1nnc(C2CC2)s1)c1cc([N+](=O)[O-])ccc1N1CCCCC1 returned Mtb RmlCD inh 8 and GlmU inhibition 1.7%.
Cc1ccccc1CCN(CC(=O)NC1CCCCC1)C(=O)c1csnn1 was read as Mtb RmlCD inh -11 and GlmU inhibition -1.6%.
For COc1cccc(NC(=S)N2CCN(c3ccc([N+](=O)[O-])cc3)CC2)c1 the results were Mtb RmlCD inh 5 and GlmU inhibition 6.7%.
Screening CC1CCN(S(=O)(=O)c2ccc(NC(=O)Cn3nnc(-c4ccccc4F)n3)cc2)CC1 returned Mtb RmlCD inh 2 and GlmU inhibition 1.0%.
For COC(=O)C(O)(CC(=O)c1ccc(OC)cc1)C(F)(F)F (centres undefined) the results were Mtb RmlCD inh 10 and GlmU inhibition 3.0%.
CCn1c(CNc2ccc(C)cc2)nnc1SCC(=O)NCc1ccccc1 was read as GlmU inhibition 4.1%.
Screening Cc1cc(NC(=O)c2ccccc2)sc1C returned Mtb RmlCD inh 7 and GlmU inhibition -13%.
`CCCOc1ccc(S(=O)(=O)NCc2ccc(OC)cc2)cc1` gave Mtb RmlCD inh 9 and GlmU inhibition -3.7%.
O=C(Nc1cccc(OC(=O)N2CCCCC2)c1)N1CCCCC1 was read as Mtb RmlCD inh 34 and GlmU inhibition 0.8%.
CC(=O)Oc1ccccc1C(=O)O was read as GlmU inhibition 5.3%.
For CCCOc1cc(N(CC)CC)ccc1/C=C(/C#N)c1nc2ccc(C)cc2[nH]1 the results were Mtb RmlCD inh -2 and GlmU inhibition 4.4%.
Screening COc1ccc(CCNC(=O)C2CCN(S(=O)(=O)c3cnc[nH]3)CC2)cc1OC returned Mtb RmlCD inh -3 and GlmU inhibition 1.9%.
`COC(=O)c1ccc(OCC(O)CN2CCC(C)CC2)cc1` (centres undefined) gave Mtb RmlCD inh 8 and GlmU inhibition -0.4%.
`CCCCC/C(=N\NC(=O)Nc1ccccc1)c1ccccc1` gave Mtb RmlCD inh 7 and GlmU inhibition 7.2%.
`O=C(Nc1ccc(S(=O)(=O)N2CCC(C(=O)NC3CCCCC3)CC2)cc1)c1ccco1` gave Mtb RmlCD inh 10 and GlmU inhibition -0.6%.
`N[C@@H](Cc1ccc(O)cc1)c1nnc([C@H](CC(=O)O)NC(=O)C2CCNCC2)o1` gave GlmU inhibition -6.3%.
For O=C(CCCN1C(=O)CCC1=O)Nc1ccccc1F the results were Mtb RmlCD inh -6 and GlmU inhibition 1.2%.
Screening CCOC(=O)c1c(NC(=O)CC2SC(N)=NC2=O)sc(C)c1C (centres undefined) returned Mtb RmlCD inh 3 and GlmU inhibition -2.1%.
COc1ccc(-c2nnc3sc(COc4ccc(C)cc4)nn23)cc1 was read as GlmU inhibition -0.6%.
`O=C(Nc1ccc2c(c1)OCO2)c1c(F)cccc1F` gave Mtb RmlCD inh -19 and GlmU inhibition 2.4%.
`Cc1ccc(N2CC(C(=O)Nc3cc(C)ccc3F)CC2=O)cc1` (centres undefined) gave Mtb RmlCD inh -11 and GlmU inhibition 6.9%.
`O=C(O)C1C2C=CC(C3CC23)C1C(=O)NCCc1ccccc1` (centres undefined) gave Mtb RmlCD inh -7 and GlmU inhibition -3.0%.
Screening COC(=O)/C=C(\C)NC(=O)c1cccs1 returned GlmU inhibition -1.1%.
O=[N+]([O-])c1c(NCCCO)cc(Sc2nc3ccccc3s2)c2nonc12 was read as Mtb RmlCD inh 4.
For CC(=O)NC(=O)NC(C)Cc1ccccc1 (centres undefined) the results were Mtb RmlCD inh 4 and GlmU inhibition 8.0%.
For S=C(Nc1ccccc1)Nc1ccc(Cl)cc1Cl the results were Mtb RmlCD inh 5 and GlmU inhibition 0.1%.
`O=C(Nc1nnc(-c2ccccn2)o1)c1cccc(Cl)c1` gave Mtb RmlCD inh -11 and GlmU inhibition -1.3%.
Cc1cc(C)n(-c2ccc(C(=O)OCC(=O)Nc3ccccc3[N+](=O)[O-])cc2)n1 was read as Mtb RmlCD inh -6 and GlmU inhibition 1.9%.
Cn1c(=O)n(C)c2cc(S(=O)(=O)NCCOCCO)ccc21 was read as Mtb RmlCD inh 14 and GlmU inhibition 1.5%.
`O=C(NCc1nnc2n1CCCCC2)c1ccc(Cl)cc1Cl` gave Mtb RmlCD inh -6 and GlmU inhibition 1.4%.
For Nc1ccn(Cc2ccc(F)cc2)n1 the results were GlmU inhibition -4.6%.

The closing 4 records of the part before lead into the next.
Cc1cc(C)n(-c2ccc(C(=O)OCC(=O)Nc3ccccc3[N+](=O)[O-])cc2)n1 was read as Mtb RmlCD inh -6 and GlmU inhibition 1.9%.
Cn1c(=O)n(C)c2cc(S(=O)(=O)NCCOCCO)ccc21 was read as Mtb RmlCD inh 14 and GlmU inhibition 1.5%.
`O=C(NCc1nnc2n1CCCCC2)c1ccc(Cl)cc1Cl` gave Mtb RmlCD inh -6 and GlmU inhibition 1.4%.
For Nc1ccn(Cc2ccc(F)cc2)n1 the results were GlmU inhibition -4.6%.
`CCOC(=O)CC1C(=O)NCCN1C(=O)c1cc2c(=O)n3ccccc3nc2s1` (centres undefined) gave Mtb RmlCD inh 7.
Screening COc1ccc(CCNC(=O)COC(=O)C23CC4CC(CC(C4)C2)C3)cc1 returned Mtb RmlCD inh -11 and GlmU inhibition 1.8%.
Screening O=C(C1=C(O)C(=O)N(c2ncccn2)C1c1cccc(Cl)c1)c1ccco1 (centres undefined) returned Mtb RmlCD inh 5 and GlmU inhibition 2.6%.
For CCOC(=O)N=Nc1c(O)n(C)c2ccccc12 the results were GlmU inhibition 2.6%.
Screening CCCCC[n+]1ccn(C2=C([O-])c3ccccc3C(=O)/C2=N\S(=O)(=O)c2ccc(Cl)cc2)c1 returned Mtb RmlCD inh 10 and GlmU inhibition 0.1%.
Cc1ccc(Cl)cc1NC(=O)COC(=O)c1ccc(N2CCCC2)c([N+](=O)[O-])c1 was read as Mtb RmlCD inh 4 and GlmU inhibition 1.4%.
Screening N=c1sccn1CC(=O)Nc1ccc(S(=O)(=O)N2CCOCC2)cc1 returned GlmU inhibition -1.0%.
`Cc1nn(-c2ccccc2)c2c1C(c1ccc3c(c1)OCO3)SCC(=O)N2` (centres undefined) gave Mtb RmlCD inh 12 and GlmU inhibition -7.3%.
For CCOc1ccc(Cl)cc1CSc1n[nH]c(CC)n1 the results were GlmU inhibition 0.0%.
Screening O=C(NCC1(c2ccccc2)CCCC1)C(=O)N1CCOCC1 returned GlmU inhibition -0.9%.
`O=C(Oc1ccc(N(Cc2cccs2)C2=NS(=O)(=O)c3ccccc32)cc1)c1ccccc1` gave Mtb RmlCD inh -5 and GlmU inhibition 4.3%.
`Cc1cccc(OCCSc2nncn2C)c1` gave Mtb RmlCD inh -2 and GlmU inhibition -6.7%.
`COc1ccc(N/N=C(/C#N)S(=O)(=O)C(C)(C)C)cc1` gave Mtb RmlCD inh -7 and GlmU inhibition -0.8%.
`C=CCOc1c(Br)cc(CNc2ccc(NC(=O)C(C)C)c(OC)c2)cc1OC` gave Mtb RmlCD inh -2 and GlmU inhibition -0.3%.
`CCCn1c(SCC(=O)NCCc2ccccc2)nnc1C(C)C` gave Mtb RmlCD inh -9 and GlmU inhibition 0.8%.
COc1ccccc1NS(=O)(=O)c1cc(NC(=O)Nc2ccc(Cl)cc2Cl)ccc1N1CCCCC1 was read as Mtb RmlCD inh -10 and GlmU inhibition -5.5%.
`CN(NC1OC(=O)c2ccccc21)c1c([N+](=O)[O-])cc(C(F)(F)F)cc1[N+](=O)[O-]` (centres undefined) gave Mtb RmlCD inh 1 and GlmU inhibition 1.3%.
`CCCC[C@@H]1CNC(=S)N1CCCc1cc(OC)c(OC)c(OC)c1` gave GlmU inhibition 0.5%.
Screening O=C1c2cnc3ncnn3c2CC2c3ccccc3CCN12 (centres undefined) returned Mtb RmlCD inh 4 and GlmU inhibition 5.7%.
For CCOC(=O)C1=C(Cn2cnc3ccccc32)NC(=O)NC1c1ccc(OC)cc1 (centres undefined) the results were Mtb RmlCD inh 4 and GlmU inhibition -0.7%.

As a short view, some entries already given.
`O=C(Oc1ccc(N(Cc2cccs2)C2=NS(=O)(=O)c3ccccc32)cc1)c1ccccc1` gave Mtb RmlCD inh -5 and GlmU inhibition 4.3%.
`Cc1cccc(OCCSc2nncn2C)c1` gave Mtb RmlCD inh -2 and GlmU inhibition -6.7%.
`COc1ccc(N/N=C(/C#N)S(=O)(=O)C(C)(C)C)cc1` gave Mtb RmlCD inh -7 and GlmU inhibition -0.8%.
`C=CCOc1c(Br)cc(CNc2ccc(NC(=O)C(C)C)c(OC)c2)cc1OC` gave Mtb RmlCD inh -2 and GlmU inhibition -0.3%.
`CCCn1c(SCC(=O)NCCc2ccccc2)nnc1C(C)C` gave Mtb RmlCD inh -9 and GlmU inhibition 0.8%.

New compounds follow.
Screening COC(=O)c1c(NC(=O)CSc2nc3ccccc3c(=O)n2Cc2ccco2)sc(C)c1C returned Mtb RmlCD inh -8 and GlmU inhibition -4.8%.
For O=C(CSc1ccccn1)Nc1nc2ccccc2s1 the results were GlmU inhibition -0.5%.
CCOc1c(CNCc2ccc(C(=O)O)cc2)cccc1OC was read as Mtb RmlCD inh 4 and GlmU inhibition 0.9%.
For COc1ccc2ccccc2c1/C=N/O the results were Mtb RmlCD inh -8 and GlmU inhibition 2.0%.
Screening COCCCn1c(SCC(=O)N2CCc3ccccc32)nnc1-c1ccco1 returned Mtb RmlCD inh -4 and GlmU inhibition 5.2%.
For CCC(=O)c1ccccc1OCCCn1cncn1 the results were GlmU inhibition 5.1%.
`CCOc1ccc(NC(=O)CSc2nnc(CNC(=O)c3ccco3)o2)cc1` gave Mtb RmlCD inh 0 and GlmU inhibition 4.6%.
`COc1ccccc1NC(=O)CSc1nc(O)cc(=O)n1-c1ccccc1OC` gave Mtb RmlCD inh -10 and GlmU inhibition 6.6%.
For O=P1(Nc2ccc(F)cc2)COc2ccccc2OC1 the results were Mtb RmlCD inh -6 and GlmU inhibition -2.4%.
Screening C#CCNc1cc(C)nc2ncnn12 returned Mtb RmlCD inh -4.
For O=C1CNC(=O)/C1=C\N1CCN(C(c2ccccc2)c2ccccc2)CC1 the results were GlmU inhibition 1.5%.
`CC1(C)C(c2ccccc2)=[N+]([O-])CN1O` gave Mtb RmlCD inh -12 and GlmU inhibition 2.6%.
For Cc1ccc(C2Nc3ccccc3NC3=C2C(=O)OC(C)C3)cc1 (centres undefined) the results were Mtb RmlCD inh 4 and GlmU inhibition 0.2%.
For Cc1cccc(C(=O)NC(=S)Nc2ccc(Cc3ccncc3)cc2)c1 the results were GlmU inhibition -1.9%.
Screening Cc1ccc(S(=O)(=O)NNC(=O)C(=O)NNc2ccccn2)cc1 returned GlmU inhibition -2.6%.
For O=C(CN1CCOCC1)Nc1nc2cc([N+](=O)[O-])ccc2s1 the results were Mtb RmlCD inh -3 and GlmU inhibition -3.7%.
CCOC(=O)CCc1n[nH]c(=O)[nH]c1=O was read as Mtb RmlCD inh 9 and GlmU inhibition 1.1%.
For CS(=O)(=O)n1nc(NCc2cccs2)nc1NCc1cccs1 the results were Mtb RmlCD inh -10 and GlmU inhibition 1.8%.
`COC(=O)C1=CN(CCOC23CC4CC(CC(C4)C2)C3)C=C(C(=O)OC)C1c1ccsc1` gave Mtb RmlCD inh -15 and GlmU inhibition 7.8%.

Screens deposited in PubChem BioAssay by several laboratories.

Some of the compounds tested (hit frequency here may not be typical).
